Screening data (PubChem BioAssay)
CHRM4 agonist: CHRM4 agonism in calcium assay; 360,000 tested, 0.14% active; activation, % at 3 µM; CHO-K1 hM4/Gqi5, Fluo-8 calcium fluorescence; vehicle 0%, full acetylcholine response 100%; P08173;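 active means activation above the run mean over all test wells plus 3 SD, cut at about 32% in these data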;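 further: peak over basal fluorescence ratio per well then scaled between controls; 0% = DMSO wells and 100% = acetylcholine at EC100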
Target sequence (P08173 whole entry, looked up): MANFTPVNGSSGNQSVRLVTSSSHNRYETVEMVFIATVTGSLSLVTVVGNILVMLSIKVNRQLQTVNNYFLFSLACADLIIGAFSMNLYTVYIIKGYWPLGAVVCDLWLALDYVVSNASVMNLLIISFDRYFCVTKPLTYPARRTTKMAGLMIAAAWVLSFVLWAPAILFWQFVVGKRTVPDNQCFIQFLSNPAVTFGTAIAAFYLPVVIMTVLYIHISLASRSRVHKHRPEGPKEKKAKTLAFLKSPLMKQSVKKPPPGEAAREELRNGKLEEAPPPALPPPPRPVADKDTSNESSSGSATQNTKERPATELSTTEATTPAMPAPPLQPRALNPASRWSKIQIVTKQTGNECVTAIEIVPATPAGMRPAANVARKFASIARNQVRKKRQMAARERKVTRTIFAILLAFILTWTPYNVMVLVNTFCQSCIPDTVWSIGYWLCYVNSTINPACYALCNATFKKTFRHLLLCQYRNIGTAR
M5 PAM: positive allosteric modulators of human muscarinic M5 receptor; 360,000 tested, 0.3% active; P08912; CHO-K1 hM5, Fluo-8 calcium, ACh EC20 PAM; 0% = ACh EC20, 100% = ACh EC100; AID 624038; activation, % at 3 µM;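 active means activation above the run cutoff, the mean activation of all test compounds plus 3 SD, cut at about 18% in these data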
Target sequence (P08912 whole entry, looked up): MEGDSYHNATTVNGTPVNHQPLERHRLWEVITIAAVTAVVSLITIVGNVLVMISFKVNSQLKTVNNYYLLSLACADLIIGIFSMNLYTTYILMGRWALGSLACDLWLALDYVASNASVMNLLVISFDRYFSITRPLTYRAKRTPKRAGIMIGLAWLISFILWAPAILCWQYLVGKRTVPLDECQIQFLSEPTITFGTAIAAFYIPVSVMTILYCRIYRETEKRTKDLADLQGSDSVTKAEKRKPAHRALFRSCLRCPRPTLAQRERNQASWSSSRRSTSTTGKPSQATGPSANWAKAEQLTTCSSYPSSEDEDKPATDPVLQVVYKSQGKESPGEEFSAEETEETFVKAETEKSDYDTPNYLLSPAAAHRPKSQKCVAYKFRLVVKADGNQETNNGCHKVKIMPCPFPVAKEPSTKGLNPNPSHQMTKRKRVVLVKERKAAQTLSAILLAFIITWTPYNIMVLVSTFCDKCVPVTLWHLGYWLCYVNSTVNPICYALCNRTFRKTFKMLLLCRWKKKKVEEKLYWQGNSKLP
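System – CHO-K1 hM5 cells · Compound – 3 µM, single dose · Incubation – compound preincubation 140 s before EC20 acetylcholine addition · Technique – Fluo-8 calcium fluorescence · Measure – Max/basal fluorescence ratio as % of EC20–EC100 ACh window · Benchmarks – low control EC20 acetylcholine (0%), high control EC100 acetylcholine (100%) · Replication – singlicate, one well per test compound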
M5 ag: CHRM5 agonism in calcium assay. P08912. CHO-K1 hM5 cells, Fluo-8 calcium fluorescence; 0% DMSO wells, 100% maximal acetylcholine response. activation, % at 3 µM. 360,000 tested, 0.19% active;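 active means activation above the run's mean over test compounds plus 3 SD, cut at about 23% in these data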;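 further: signal is peak over basal fluorescence ratio across the kinetic read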
CHRM5 antagonist: antagonists of human muscarinic M5 receptor (CHRM5) | inhibition, % at 3 µM | P08912 | CHO-hM5 cells, Fluo-8 calcium fluorescence, ACh EC80 | AID 624040 | 360,000 tested, 0.59% active;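 active means inhibition above a per-plate cutoff, the mean of that plate's test compounds plus 3 SD, cut at about 27% in these data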;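 further: 0% = acetylcholine EC80 with DMSO and 100% = DMSO without agonist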
CRFR2-BP ag: CRF-BP/CRF-R2 complex agonism; activation, % at 13.2 µM; 350,000 tested, 0.46% active; HEK293 CRF-R2/CRF-BP, calcium dye fluorescence (FLIPR); percent of saturating CRF peptide response;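 active means activation of at least 50%, plus an integration ratio under a set limit after plate pattern correction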;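 further: plate controls were neutral control wells without compound for no effect and CRF at EC100 for full effect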
IDE cell inh: cellular human IDE inhibition; P14735; HEK cells, FAbetaB cleavage, fluorescence polarization; inhibition, % at 5.59 µM; 320,000 tested, 0.41% active;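 active means percent inhibition above the average of all tested compounds plus 3 SD, set per screening campaign, cut at about 16% in these data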;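 further: IDE supplied by intact live HEK cells; FP after avidin binding of uncleaved biotin substrate so inhibition keeps polarization high; 0% = DMSO wells and 100% = 60 µM reference IDE inhibitor Ii1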
CHRM4 antagonist: blocks acetylcholine activation of human M4 receptor | 360,000 tested, 0.73% active | CHO-hM4 cells, ACh EC80, Fluo-8 calcium fluorescence | P08173 | inhibition, % at 3 µM;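 active means inhibition above its plate's cutoff, the mean inhibition of sample wells plus 3 SD, cut at about 27% in these data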;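 further: 0% = acetylcholine EC80 with DMSO and 100% = DMSO without agonist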
CRFBP-R2 block: blocks CRF-induced signaling of the CRF-BP/CRF-R2 complex; HEK293 CRF-R2/CRF-BP, CRF-induced calcium fluorescence; AID 588475; 350,000 tested, 0.59% active; inhibition, % at 11.8 µM;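 active means inhibition of the ligand-induced calcium signal above about 50% at the single tested concentration, limit read from the data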
M4 PAM: CHRM4 positive allosteric modulation; 360,000 tested, 0.4% active; AID 624126; P08173; CHO-K1 hM4/Gqi5, Fluo-8 calcium fluorescence, ACh EC20; 0% = ACh EC20, 100% = maximal ACh; activation, % at 3 µM;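 active means activation above its plate's cutoff, the mean activation of sample wells plus 3 SD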; further: some results filed as inactive read as strong as hits
* hit, by the source's call; / = not tested or not shown.

SMILES	CHRM4 agonist	M5 PAM	M5 ag	CHRM5 antagonist	CRFR2-BP ag	IDE cell inh	CHRM4 antagonist	CRFBP-R2 block	M4 PAM
COC(=O)c1cccc(NC(=O)c2cc(OC)c(OC)c(OC)c2Br)c1	12	-17	2	18	1.2	-1	1	1	-9
O=C(Nc1ccc(S(=O)(=O)N2CCCCC2)cc1)c1ccc(CN2CCOCC2)cc1	25	-16	6	22	12	0	7	-58	-29
Cc1cc(C)cc(NC(=S)NC(=O)CCN2C(=O)c3ccccc3C2=O)c1	1	5	-7	-7	-2.4	7	-9	-2	7
O=C(NCCO)c1scc2c1OCCO2	0	12	-6	2	0.4	-2	3	-9	10
COC(=O)[C@H](C(C)C)N(Cc1ccccc1)S(=O)(=O)CCN1CCCC1	1	-2	-1	2	1.1	/	11	11	-8
O=C(Nn1cnnc1)c1ccncc1	0	-2	0	6	25	3	1	-17	0
CC1=CC(c2ccccc2)n2nnnc2N1 (stereo not given)	0	9	4	-2	-0.4	-2	0	-12	-1
CCCCCCCC(=O)Nc1cc(C(=O)NCc2ccc(C)cc2)ccc1N1CCC2(CC1)CC(c1cccc(Br)c1)=NO2	2	-3	-2	10	1.9	2	4	-7	4
CCCCN(C(C)=O)c1c(CC)nc2ccc(C(=O)Nc3cccc(OCC(=O)N(C)C)c3)cn12	3	-1	2	1	/	/	-8	/	2
CCC1CCCCN1C(=O)N[C@@H](Cc1ccccc1)C(=O)O (stereo not given in full)	1	-8	-2	2	-0.5	-2	12	1	-2
CC(=O)Cn1cnc2c(cnn2-c2ccc(C)c(C)c2)c1=O	2	1	-2	-2	-1.7	1	2	29	0
CC(=O)c1ccc(N2CCN(S(=O)(=O)c3cccc4nonc34)CC2)cc1	9	6	3	-9	0.3	11	3	0	-4
CN(C)CCNc1c2c(nc3nnnn13)CCCC2	0	6	-4	1	-0.6	8	4	23	1
CCOC(=O)CSc1nnc(Cn2c(=O)sc3ccccc32)n1-c1ccccc1C	1	-3	1	-4	-0.3	1	-8	-19	11
COc1ccc(C(=S)N2CCOCC2)cc1OS(=O)(=O)c1ccc(Br)cc1	0	-1	-5	10	1.1	3	-2	2	6
CC=CCn1c(SCc2ccccc2)nc2c1c(=O)[nH]c(=O)n2C	3	-5	-3	1	/	/	0	/	0
O=C1CSC(c2cccnc2)N1CC1CC1 (stereo not given)	0	7	-1	-1	0.1	0	-9	4	-2
CCC(=O)N1c2ccccc2NC2=C(C(=O)CCC2)C1c1cccnc1 (stereo not given)	1	-11	-5	-1	-1.2	7	-1	15	5
COc1ccccc1NC(=O)CSc1nnnn1Cc1ccccc1	0	2	0	4	0.3	0	2	9	21
C/C(NC(=O)c1ccccc1F)=C1\C(=O)C[C@@H]2[C@H]1C2(C)C	-1	-3	-7	-10	-1.7	4	-18	31	-1
O=C(NC1CCN(S(=O)(=O)c2ccc(F)cc2)CC1)c1ccc(F)cc1	0	2	-1	-1	-1.0	5	3	-7	-3
Cc1cc(C(=O)NNC(=O)c2ccc(Cl)cc2)c2ccccc2n1	2	4	3	-8	-0.5	-2	-2	-6	10
O=C(CSc1nnc(-c2ccccn2)n1Cc1ccco1)c1ccc(-c2ccccc2)cc1	0	0	2	-2	0.6	8	18	-3	5
CCOc1ccc(CCNC(=O)c2cnc(C)cn2)cc1OCC	2	-4	1	-3	2.1	5	-10	5	6
COc1cccc(C(=O)NNS(=O)(=O)c2ccccc2)c1	1	-3	0	0	0.9	/	-7	11	-1
Cc1ccc(-c2cc(C(F)(F)F)n3nc(C(=O)Nc4c(C)n(C)n(-c5ccccc5)c4=O)cc3n2)cc1	-1	-3	-9	-1	-2.1	6	-4	-3	9
CCOc1cc(N2CCOCC2)c(OCC)cc1NC(=O)CN1CCN(Cc2ccc3c(c2)OCO3)CC1	2	2	-2	4	-0.8	6	3	-3	2
Cc1cccc(NC(=O)C2CCCN2C(=O)OCC(C)C)c1C (stereo not given)	1	-1	-1	8	1.1	0	0	-5	6
Cn1c(/C=C/c2ccccc2)nc2ccccc21	-1	-3	-4	-4	-2.1	3	0	25	-1
O=C(Nc1ccc2ccccc2c1)C(c1ccccc1)n1c(=O)c(-c2cc3ccccc3[nH]2)nc2ccccc21 (stereo not given)	2	-2	1	9	/	/	-6	/	3
CS(=O)(=O)c1ccc(Cl)c(NC(=O)C2CC(=O)N(Cc3ccco3)C2)c1 (stereo not given)	0	13	-3	-5	0.9	8	-11	4	-2
CCOc1ccccc1C(=O)NC1CC2CCCC(C1)N2Cc1ccc(C)cc1 (stereo not given)	-1	-2	-17	0	-0.1	-6	8	-9	-14
Cc1cc(NC(=O)CSc2nccn2C)n(-c2ccccc2)n1	1	-6	-4	12	-3.3	2	-2	11	-10
Cc1cc(NS(=O)(=O)c2cn(C)nc2C)no1	0	1	-3	4	0.0	-4	11	-1	-4
Cc1cc(C)nc(N/N=C/c2c(C)oc3ccccc23)n1	1	-10	-1	4	1.7	4	-2	-1	-3
CC1CCCC(C)N1/N=C/c1ccc(O)cc1 (stereo not given)	0	1	1	-2	-0.6	-1	-9	-4	5
Cc1ccc(-n2nc3c(SCCN4CCOCC4)nnc(C)c3c2C)cc1	-3	6	-4	-5	2.8	6	-3	-2	2
CCC(=O)N1CCc2cc(S(=O)(=O)CCC(=O)NC(C)CC)ccc21 (stereo not given)	1	-3	1	-4	3.5	0	2	14	-1
COc1ccc(C2(O)CCN(C(=O)Cc3cccnc3)CC2)cc1	1	8	1	-11	-1.1	0	-1	0	3
CC(C)C(=O)Nc1cccnc1	2	2	-3	-7	1.4	-3	-23	-8	16
C=CCOc1c(CNn2cn[nH]c2=S)cccc1OC	0	5	4	8	-8.0	-10	-3	-11	1
CCc1cc(CC)c(/C=N/NC(N)=O)c(CC)c1/C=N/NC(N)=O	0	-1	2	-3	-1.9	0	3	-5	0
CCCn1c(C)cc(C(=O)CN2C(=O)c3ccccc3S2(=O)=O)c1C	4	0	-2	-2	28	/	-10	-18	3
O=C(COC(=O)c1nsc(Cl)c1Cl)NC1CCCC1	1	0	-4	2	1.3	0	-14	4	5
C=CCC1NS(=O)(=O)O[C@H](CCCC)[C@@H]1O (stereo not given in full)	2	7	0	8	0.4	-1	-1	5	9
Cc1ccc2nc(NC(=S)NC(=O)c3cccs3)sc2c1	0	-5	-2	-3	1.9	2	5	-3	-5
CCCNS(=O)(=O)c1ccc(OCC(=O)NCc2ccco2)cc1	0	-2	-1	-3	-0.8	7	3	1	-4
COc1ccc(OC)c(C2C(C#N)=C(N)N(N(C)C)C3=C2C(=O)CC(C)(C)C3)c1 (stereo not given)	0	-1	-2	3	-0.3	2	1	-3	-1
Cc1ccc(OCC(=O)Nc2ccc(NC(=O)c3ccccc3)c(C)c2)cc1	2	3	-1	-16	-2.0	/	-12	4	3
CCCCNC(=O)COC(=O)c1cc(C)oc1C	0	2	-1	6	0.9	5	0	24	5
New compounds follow:
SMILES	CHRM4 agonist	M5 PAM	M5 ag	CHRM5 antagonist	CRFR2-BP ag	IDE cell inh	CHRM4 antagonist	CRFBP-R2 block	M4 PAM
Cn1c2ccccc2c2cnn(CC(=O)NCCCN3CCN(c4ccccc4F)CC3)c(=O)c21	16	-8	2	17	0.0	-2	5	18	-8
CC(C)C(C(=O)Nc1cccnc1)N1C(=O)c2ccccc2C1=O (stereo not given)	0	5	1	-4	-0.9	6	2	-2	-1
CCc1nc2ccc(C(=O)N3CCN(C(=O)c4ccco4)CC3)cn2c1N(C)Cc1nccs1	1	-1	-3	0	/	/	-18	/	5
CN=C1SC(CC(=O)Nc2ccc(C(C)=O)cc2)C(=O)N1C (stereo not given)	5	-6	-6	-4	-0.4	-2	-12	5	13
Cc1ccccc1OCC1Cc2c(nc(N)c(C#N)c2N)O1 (stereo not given)	1	-2	3	3	3.8	7	1	-1	9
COc1ccc(OC)c(NC(=O)CCCN2C(=O)C3C4C=CC(C4)C3C2=O)c1 (stereo not given)	1	5	-6	-4	0.1	1	5	7	1
CN(CC(=O)Nc1ccc(F)c(F)c1F)C(=O)C1=NN(c2ccccc2)C(=O)CC1	1	0	1	2	-0.6	-4	-9	12	2
Cc1ccc(S(=O)(=O)N2CCC(C(=O)NC3CCCCC3C)CC2)cc1 (stereo not given)	1	-2	-4	11	-3.4	-1	17	11	-2
CCOC(=O)c1cc(-c2ccco2)nc2c1c(C)nn2-c1ccccc1	0	5	1	-2	-1.3	-11	4	-19	2
O=C(CSCc1ccccc1)Nc1ccc(S(=O)(=O)N2CCOCC2)cc1	3	0	1	6	-0.1	2	4	2	-5
COCCNC(=O)c1cc2c(-c3ccc(Cl)cc3)nn(C)c2s1	2	-9	0	1	-0.3	1	1	-4	2
C=Cc1ccc(CSc2cc(C)nc3nc(C)nn23)cc1	1	3	0	4	0.3	4	2	-1	-4

A run of entries from further up, for reference:
SMILES	CHRM4 agonist	M5 PAM	M5 ag	CHRM5 antagonist	CRFR2-BP ag	IDE cell inh	CHRM4 antagonist	CRFBP-R2 block	M4 PAM
Cn1c2ccccc2c2cnn(CC(=O)NCCCN3CCN(c4ccccc4F)CC3)c(=O)c21	16	-8	2	17	0.0	-2	5	18	-8
CC(C)C(C(=O)Nc1cccnc1)N1C(=O)c2ccccc2C1=O (stereo not given)	0	5	1	-4	-0.9	6	2	-2	-1
CCc1nc2ccc(C(=O)N3CCN(C(=O)c4ccco4)CC3)cn2c1N(C)Cc1nccs1	1	-1	-3	0	/	/	-18	/	5
CN=C1SC(CC(=O)Nc2ccc(C(C)=O)cc2)C(=O)N1C (stereo not given)	5	-6	-6	-4	-0.4	-2	-12	5	13
Cc1ccccc1OCC1Cc2c(nc(N)c(C#N)c2N)O1 (stereo not given)	1	-2	3	3	3.8	7	1	-1	9
COc1ccc(OC)c(NC(=O)CCCN2C(=O)C3C4C=CC(C4)C3C2=O)c1 (stereo not given)	1	5	-6	-4	0.1	1	5	7	1
CN(CC(=O)Nc1ccc(F)c(F)c1F)C(=O)C1=NN(c2ccccc2)C(=O)CC1	1	0	1	2	-0.6	-4	-9	12	2
Cc1ccc(S(=O)(=O)N2CCC(C(=O)NC3CCCCC3C)CC2)cc1 (stereo not given)	1	-2	-4	11	-3.4	-1	17	11	-2
CCOC(=O)c1cc(-c2ccco2)nc2c1c(C)nn2-c1ccccc1	0	5	1	-2	-1.3	-11	4	-19	2
O=C(CSCc1ccccc1)Nc1ccc(S(=O)(=O)N2CCOCC2)cc1	3	0	1	6	-0.1	2	4	2	-5
COCCNC(=O)c1cc2c(-c3ccc(Cl)cc3)nn(C)c2s1	2	-9	0	1	-0.3	1	1	-4	2
C=Cc1ccc(CSc2cc(C)nc3nc(C)nn23)cc1	1	3	0	4	0.3	4	2	-1	-4
